Compound activity: PubChem, National Center for Advancing Translational Sciences (NCATS)
Mito fusion act: qHTS Assay for Small Molecule Inhibitors of Mitochondrial Division or Activators of Mitochondrial Fusion; 0.23% of 320,000 active; S. cerevisiae fusion-defective mutant growth rescue, CellTiterGlo 48 h; Potency, µM (series often up to 46.1 µM), for inactives: at the top dose growth rescue (activation), hits mostly activators;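 further: potency means the concentration at half of the fitted maximal effect; % of control where 0% means no effect; nearly all actives have a fitted effect of over 45% in size; temperature-sensitive fusion mutants such as fzo1-1 at 37 °C on non-fermentable ethanol glycerol medium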
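Temperature-sensitive fusion-defective S. cerevisiae (e.g. fzo1-1, mgm1-5) were grown with compound in YPEG medium (3% ethanol, 3% glycerol) for 48 hours at 37C. Growth rescue was measured as viability by CellTiterGlo luminescence after 10 minutes at ambient.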
KCNH2 WT inh: qHTS for Inhibitors of KCHN2 3.1: Wildtype qHTS; 0.37% of 340,000 active; U2OS, BacMam KCNH2, thallium flux FluxOr; stronger effect = lower value; Voltage-gated inwardly rectifying potassium channel KCNH2 (Homo sapiens), Q12809; activity change, % at 1.84 µM;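 active means maximum activity change below -70%; inconclusive means maximum activity change between -70% and -50%; inactive means maximum activity change above -50%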; further: on the % scale 0 is the no-effect control and ±100 the full control effect
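U2OS cells were transduced with wild-type KCNH2 virus (2.03 x 10^8 / mL) for 4 h at room temperature, then cultured overnight at 37 C. Thallium flux was read with FluxOr dye. Rate constants were normalized to DMSO controls.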
BCR signal inh: qHTS Assay to Find Inhibitors of Chronic Active B-Cell Receptor Signaling | ABC-DLBCL IkBa-CBG/CBR reporter, luminescence ratio, 4 h | Potency, µM (titrated, usually from 46.1 µM), inactives show top-dose ratio change, negative = lower green/red ratio, most hits filed as inhibitors | 0.05% of 340,000 active | AID 493014, 2011; active means well fitted inhibition curve with a large enough effect in the signal ratio, with a control signal flat, not every such curve was filed as active; inconclusive means small, poorly fitted or top-dose-only effect, or effect the other way, or a change in a side signal; the % refers to the signal ratio;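 further: potency means the concentration at half of the fitted maximal effect; plate controls were basal doxycycline-induced cells for no effect and cells given 10 µM MG132 for full effect; MG132 reads +100%, hits lower the ratio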
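TMD8 ABC-DLBCL cells carrying doxycycline-inducible green luciferase fused to IkappaBalpha plus unfused red luciferase were exposed to compounds (up to 46 uM) for 4 hrs at 37C. Activity came from the overlap-corrected green/red luminescence ratio.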
MBNL1 CUG block: qHTS Assay for Inhibitors of MBNL1-poly(CUG) RNA binding; Muscleblind-like protein 1 (Homo sapiens), Q9NR56; Potency, µM (titrated, usually from 57.5 µM), without a hit: at the highest dose activity change, negative = inhibition, hits mostly inhibitors; TR-FRET MBNL1-His/biotin-(CUG)12 binding, 665/545 ratio; 0.036% of 280,000 active; active means well fitted inhibition curve with a large enough effect in the signal ratio, with a control signal flat, not every such curve was filed as active; inconclusive means small, poorly fitted or top-dose-only effect, or effect the other way, or a change in a side signal; inactive means no such curve, though single readings can be large or run the other way; the % refers to the signal ratio; further: potency means the concentration at half of the fitted maximal effect; on the % scale 0 is the no-effect control and ±100 the full control effect
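TR-FRET between His-tagged MBNL1 and biotin-(CUG)12 RNA, detected with Tb anti-His antibody (0.055 ng/ul) and streptavidin-XL665 (5 nM), 60 min at room temperature. Compounds titrated 92 nM to 58 uM; 665/545 nm ratio normalized to buffer and complex controls.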
USP2a inh: qHTS Assay for Inhibitors of Ubiquitin-specific Protease USP2a Using CHOP2 as the Reporter. Potency, µM (titrated, usually from 38.3 µM), for the others: top-dose activity change, negative = inhibition, hits mostly inhibitors. 0.01% of 330,000 active. USP2 core, Ub-CHOP2 coupled fluorogenic reporter, 485/531. Ubiquitin carboxyl-terminal hydrolase 2 (Homo sapiens), O75604;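 further: potency means the concentration at half of the fitted maximal effect; plate controls were DMSO wells for no effect and full inhibition by NEM control for full effect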
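Deubiquitinase activity read as fluorescence (485/531 nm) after Ub-CHOP2 cleavage activates the enterokinase reporter on its substrate; USP2 core 10nM, Ub-CHOP2 and substrate 25nM each, 30min compound preincubation then 60min RT; data normalized to NEM, curves fitted.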
PKM2 act: qHTS Assay for Activators of Human Muscle isoform 2 Pyruvate Kinase. 0.34% of 260,000 active. purified PKM2, Kinase-Glo ATP luminescence, activation; response scale: 0% is enzyme alone, no compound. Potency, µM (titrated, usually from 57.5 µM), without a hit: at the top dose activation, hits mostly activators. Pyruvate kinase PKM (Homo sapiens), P14618; further: potency means the concentration at half of the fitted maximal effect; on the % scale 0 is the no-effect control and ±100 the full control effect; nearly all actives have a fitted effect of over 55% in size
Target sequence (P14618 whole entry, looked up, canonical isoform): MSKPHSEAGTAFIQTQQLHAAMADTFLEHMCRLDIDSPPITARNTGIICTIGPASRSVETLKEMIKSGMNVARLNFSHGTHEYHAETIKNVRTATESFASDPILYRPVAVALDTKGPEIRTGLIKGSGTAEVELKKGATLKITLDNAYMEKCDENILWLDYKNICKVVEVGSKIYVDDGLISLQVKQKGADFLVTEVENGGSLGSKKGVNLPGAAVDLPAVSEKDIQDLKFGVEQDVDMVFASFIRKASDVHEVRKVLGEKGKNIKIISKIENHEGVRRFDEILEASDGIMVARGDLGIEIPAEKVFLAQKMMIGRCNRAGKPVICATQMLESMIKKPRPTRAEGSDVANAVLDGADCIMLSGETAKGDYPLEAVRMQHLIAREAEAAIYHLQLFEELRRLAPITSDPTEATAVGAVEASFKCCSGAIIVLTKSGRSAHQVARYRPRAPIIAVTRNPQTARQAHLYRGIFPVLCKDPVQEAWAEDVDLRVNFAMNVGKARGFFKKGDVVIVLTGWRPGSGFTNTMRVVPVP
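Purified hPK-M2 (>95% pure) converted ADP (0.1 mM final) to ATP with 0.5 mM PEP in 50 mM imidazole pH7.2, KCl, MgCl2, Tween 20, BSA; 1 h at room temperature. ATP detected by Kinase-Glo luminescence.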
S-ASM inh: Inhibitors of Secretory Acid Sphingomyelinase (S-ASM): qHTS; Sphingomyelin phosphodiesterase (Homo sapiens), P17405; placental ASM, HMU-PC fluorogenic substrate, 60 min; Potency, µM (series often up to 57.5 µM), inactives show at the highest dose activity change, negative = inhibition, hits mostly inhibitors; 0.006% of 340,000 active; AID 504937, 2011; further: potency means the concentration at half of the fitted maximal effect
Target sequence (P17405 47-631 limits assumed): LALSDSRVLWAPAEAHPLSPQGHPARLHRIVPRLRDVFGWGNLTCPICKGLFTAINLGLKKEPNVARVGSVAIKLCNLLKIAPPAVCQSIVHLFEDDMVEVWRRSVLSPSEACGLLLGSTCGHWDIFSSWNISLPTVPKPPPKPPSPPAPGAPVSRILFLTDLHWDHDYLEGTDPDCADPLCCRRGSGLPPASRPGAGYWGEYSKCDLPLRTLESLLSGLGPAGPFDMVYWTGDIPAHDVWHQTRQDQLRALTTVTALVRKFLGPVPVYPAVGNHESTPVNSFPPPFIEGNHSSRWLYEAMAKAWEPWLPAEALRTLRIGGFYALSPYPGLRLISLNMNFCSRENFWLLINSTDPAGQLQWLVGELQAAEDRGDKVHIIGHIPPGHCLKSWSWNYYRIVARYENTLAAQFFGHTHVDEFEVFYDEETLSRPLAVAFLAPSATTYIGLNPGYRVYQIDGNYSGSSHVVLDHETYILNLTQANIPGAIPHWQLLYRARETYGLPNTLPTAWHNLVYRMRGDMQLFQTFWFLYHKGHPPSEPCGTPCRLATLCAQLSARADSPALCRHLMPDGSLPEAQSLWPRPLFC
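Fluorogenic HMU-PC substrate (9 uM final) is turned over by placental ASM in 60 min at 37 C after a 10 min compound preincubation. Reaction ended by alkaline stop (pH 10), with fluorescence read at 386/447 nm.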
GALK inhibitor: qHTS Assay for Inhibitors of Human Galactokinase (GALK); P51570; 0.007% of 270,000 active; Potency, µM (top dose mostly 57.5 µM), for the others: at the top dose activity change, negative = inhibition, hits mostly inhibitors; Purified GALK, Kinase-Glo residual ATP luminescence; AID 1868, 2009; further: potency means the concentration at half of the fitted maximal effect; on the % scale 0 is the no-effect control and ±100 the full control effect
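Compounds were pin-transferred into ATP buffer (35 uM final), then GALK plus galactose (5 nM, 100 uM final) was added. After 1 h at room temperature, Kinase-Glo Plus was added and luminescence read after 10 min.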
Eya2 inh: qHTS Assay for Inhibitors of the Phosphatase Activity of Eya2; recombinant Eya2, OMFP fluorescence dephosphorylation (OMFP is methylfluorescein phosphate); Potency, µM (highest dose often 76.9 µM), for the others: at the top dose activity, negative = inhibition, actives largely listed as inhibitors; 0.006% of 330,000 active; further: potency means the concentration at half of the fitted maximal effect; on the % scale 0 is the no-effect control and ±100 the full control effect
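Eya2 protein (added as 0.2 uM solution) was preincubated with compound for 10 min at ambient temperature in 50 mM HEPES pH 7.5, 50 mM NaCl, 5 uM MgCl2, 0.05% BSA, 1 mM DTT. OMFP (added at 50 uM) then reacted 10 min; fluorescence read at 485/525 nm.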
TSHR antag: Antagonists of the Thyroid Stimulating Hormone Receptor: HTS campaign | Thyrotropin receptor (Homo sapiens), P16473 | TSHR-expressing cells, TSH-stimulated cAMP HTRF, 2 h; stronger effect = lower value | activity change, negative = inhibition, % at 11.5 µM | 0.2% of 330,000 active;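 active means activity change below a set negative limit, meaning inhibition stronger than a set level, cut at about -70% in these data; inconclusive means activity change between two set negative limits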; further: on the % scale 0 is the no-effect control and ±100 the full control effect
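Inhibition of cAMP made by TSHR-expressing cells under TSH stimulation (4nM final, EC80; 2 h, 37 deg C) is quantified with a one-step lysis HTRF kit, anti-cAMP cryptate versus cAMP-d2.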
Menin MLL FP TR: qHTS Assay for Inhibitors Targeting the Menin-MLL Interaction in MLL Related Leukemias: Competition With Texas Red Labeled MLL-derived Mutant Peptide; O00255; Menin + Texas Red MLL mutant peptide, fluorescence polarization; Potency, µM (highest dose often 61.6 µM), for the others: at the top dose FP activity change, negative = inhibition, usual class: inhibitors; 0.23% of 270,000 active; active means well fitted inhibition curve with a large enough effect in the polarisation, with a control signal flat, not every such curve was filed as active; inconclusive means small, poorly fitted or top-dose-only effect, or effect the other way, or a change in a side signal; inactive means no such curve, though single readings can be large or run the other way; the % refers to the polarisation; further: potency means the concentration at half of the fitted maximal effect; % of control where 0% means no effect; many of its hits are not listed in these tables
* = called active by the depositor; ? = inconclusive; / = no result given; [ ] = remark or other dose. Unless noted, the call rests on the fitted dose curve; in most records, active means well fitted curve in the direction sought with a large enough effect; inconclusive means small, poorly fitted or top-dose-only effect, or another doubt; inactive means no such curve, though single readings can be large; an effect the other way counts as inactive or inconclusive. A portion of the library; rates above refer to the full screens.

SMILES	Mito fusion act	KCNH2 WT inh	BCR signal inh	MBNL1 CUG block	USP2a inh	PKM2 act	S-ASM inh	GALK inhibitor	Eya2 inh	TSHR antag	Menin MLL FP TR
CCOC(=O)C1(CCCc2ccccc2)CCN(C(=O)c2cnn(CC)c2)CC1	-2.1%	10.8	1.4%	?	-0.1%	2.7%	-2.2%	2.9%	1.2%	-2.0	-7.6%
CC(C)C(=O)Nc1nc2cc3c(cc2s1)OCO3	2.4%	-7.0	?	?	0.1%	-0.8%	1.0%	-2.8%	2.2%	-10.6	6.4%
CC1CCCN(CC(O)COCc2ccccc2)C1 (stereo unspecified)	4.1%	10.3	?	-1.0%	3.1%	-1.7%	-0.9%	5.6%	9.1%	26.0	2.6%
Cc1ccc(NC(=O)[C@H](CC(C)C)NC(=O)[C@@H]2Cc3ccccc3CN2)cc1	-1.8%	-21.0	?	-3.8%	4.1%	/	0.4%	1.1%	-9.9%	3.4	/
O=C(CNC(=O)c1ccc(Cl)cc1Cl)OCCOc1ccccc1F	/	-1.6	0.8%	/	3.2%	/	-4.0%	/	-3.0%	/	/
CC(C)(C)NC(=O)CSC(=Nc1ccccc1F)NC#N	0.0%	-8.7	?	?	0.7%	15.3%	0.0%	-0.6%	12.9%	-18.2	?
O=C(C1CCCN(S(=O)(=O)c2ccc(Cl)cc2)C1)N(Cc1cccs1)C1CC1 (stereo unspecified)	-0.2%	1.0	?	-5.9%	-4.7%	-3.9%	1.7%	-1.3%	2.7%	-23.0	-21.1%
O=C(Cn1c(=O)oc2ccccc21)N1CCOCC1	0.4%	/	-0.4%	-2.3%	2.3%	0.8%	-0.6%	-1.9%	11.0%	-8.2	0.9%
CC(=O)c1ccc(NC(=O)CCCC(=O)c2ccccc2)cc1	6.9%	8.9	?	-6.6%	0.9%	/	0.2%	1.7%	0.8%	3.5	-20.1%
FC(F)(F)c1cccc(CNC(=S)Nc2ccccc2)c1	4.5%	-8.3	1.4%	?	0.8%	1.2%	-3.6%	-1.7%	-3.0%	-2.0	29.5%
CCCN(CCC)C(=O)CC(c1ccccc1)c1cc(Br)ccc1O (stereo unspecified)	28.6%	-13.9	?	-0.3%	-1.6%	1.0%	-7.9%	-2.0%	-7.6%	-10.7	-16.2%
COCCCNC(=O)C1CCC(=O)N1Cc1ccccc1Cl (stereo unspecified)	0.6%	-6.1	0.3%	0.8%	-2.2%	-1.8%	5.3%	0.6%	7.0%	-4.1	18.4%
OC(COc1ccccc1F)CN1CCC(Cc2ccccc2)CC1 (stereo unspecified)	-9.9%	-20.6	-3.2%	1.3%	4.3%	2.3%[11.5 µM]	-0.5%	6.7%	0.3%	5.5	-22.6%
O=C(CSc1nnc(NC(=O)c2ccccc2[N+](=O)[O-])s1)NCc1ccco1	-1.3%	4.0	-4.8%	21.4%	1.6%	-4.0%	0.3%	0.4%	4.9%	-16.3	/
NC(=O)C1CCN(C(=S)NCCc2ccccc2)CC1	3.7%	-19.8	-3.9%	-5.2%	2.3%	-3.6%	-1.7%	5.0%	4.7%	29.5	2.1%
O=C(c1cc(COc2c(F)cccc2F)on1)N(Cc1ccccc1)CC1CC1	3.5%	-5.0	10.9%	1.3%	0.6%	/	-1.9%	-3.1%	-8.3%	-15.4	-12.3%
CN(C(=O)c1ccc(Cl)cc1)C1=CCCCC1CCC#N (stereo unspecified)	-0.8%	-2.7	1.2%	1.2%	-1.8%	-2.7%	2.1%	11.6%	15.7%	16.9	0.1%
COC(=O)Cc1c(C)c2ccc(OCC(=O)N3CCCC3)c(C)c2oc1=O	-0.8%	2.8	2.3%	3.9%	0.9%	0.0%	1.2%	-4.8%	0.3%	11.6	/
CCC(C)(C)NC(=O)CN(C(=O)c1snc(C(N)=O)c1N)c1ccc2c(c1)OCCO2	1.2%	-15.8	-18.0%	20.9%	0.5%	8.1%	22.3%	-3.5%	-10.4%	-3.1	8.9%
CCOc1cccc(C(=O)NC(=S)Nc2ccccc2)c1	1.5%	1.9	?	-14.6%	0.6%	-11.6%	-2.0%	1.9%	-7.8%	4.1	4.8%
CC(=O)c1ccc(S(=O)(=O)N2CCCC(N(C)CCc3ccccc3)C2)cc1 (stereo unspecified)	7.0%	?	2.1%	-4.8%	-1.8%	-5.1%	0.7%	0.0%	8.3%	6.4	-19.2%
CN(C)c1nnnn1-c1ccccc1Oc1ncc(C(F)(F)F)cc1Cl	4.9%	14.9	-0.8%	-10.9%	0.6%	-0.5%	1.9%	-1.9%	2.1%	2.2	-14.9%
O=C(CSc1nnc(Cc2ccccc2)n1-c1cccc(Cl)c1)NNC(=O)Cc1ccccc1	4.8%	-3.7	-3.0%	/	1.1%	-2.3%	1.9%	1.1%	-10.3%	18.3	-6.4%
CN(C(=O)c1ccccc1)c1nccnc1C#N	-2.9%	2.3	-0.3%	6.4%	1.8%	6.6%	7.1%	0.0%	6.0%	1.1	-6.3%
COc1ccc(-c2csc(N3CCC(c4ccccc4)CC3)n2)cc1	1.1%	0.2	2.9%	0.4%	0.4%	-4.3%	-3.0%	0.8%	1.4%	-5.1	0.0%
CC1(C)Cc2c(C#N)c(N)n(-c3ccccc3)c(=O)c2CO1	-6.2%	3.7	-0.9%	0.4%	1.7%	12.6%	-0.8%	-2.8%	-13.3%	-1.5	6.2%
CCn1cc(S(=O)(=O)Nc2cc(C)ccc2F)cn1	-0.6%	-16.3	3.7%	3.4%	-0.3%	1.0%	2.9%	-3.7%	-10.3%	3.9	/
COc1ccc(N(CCOc2ccccc2)S(=O)(=O)c2ccccc2)cc1	10.5%	5.0	0.8%	/	-9.3%	/	-1.0%	/	-14.8%	22.1	/
c1ccc(-c2nnc(N3CCN(c4ccccn4)CC3)c3ccccc23)cc1	?	9.0	3.5%	?	1.1%	-11.0%	1.3%	2.5%	17.0%	-8.4	?
COC(=O)c1ccccc1NC(=O)c1noc2c1CCC2	12.9%	-3.7	-8.2%	-2.2%	-0.2%	26.0%	-2.9%	2.5%	-11.0%	-14.1	?
Cc1ccc(-c2c(C(=O)N/N=C/C3CC=CCC3)nnn2-c2nonc2N)cc1 (stereo unspecified)	-0.2%	10.2	1.0%	1.7%	0.7%	/	-1.3%	2.6%	-4.3%	10.4	/
O=C(Nc1ccc(F)cc1)c1ccc2c(=O)n3c(nc2c1)CCCCC3	1.0%	4.4	?	3.7%	0.7%	0.2%	-4.7%	/	-6.8%	-1.3	-14.6%
COCc1nc2sc(C)c(C)c2c(=O)[nH]1	22.2%	4.6	2.0%	?	0.7%	0.8%	2.0%	-1.6%	0.2%	-5.7	-5.1%
O=C(Cc1ccc(Cl)cc1)NCCCn1ccnc1	-7.5%	-11.9	2.1%	-7.7%	-0.8%	-4.6%	5.3%	0.2%	-12.1%	-9.5	-24.5%
O=C(NCc1ccccc1)C(=O)NCC1OCCN1S(=O)(=O)c1cccs1 (stereo unspecified)	-0.3%	-9.5	-0.5%	7.7%	1.2%	-1.5%	-0.9%	/	0.3%	10.9	2.0%
